CHRM1 antagonist = antagonists of human M1 muscarinic receptor; CHO-K1 hM1, Fluo-8 calcium fluorescence, ACh EC80 antagonist; AID 588852; inhibition, % at 3 µM; 360,000 compounds, 1.3% hits;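 active means percent inhibition above its own plate's cutoff, namely the mean of that plate's compound wells plus 3 SD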;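 further: peak over basal fluorescence ratio during 140 s after agonist addition; 0% = ACh EC80 plus DMSO and 100% = DMSO alone without agonist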
Target sequence (P11229 whole entry, looked up): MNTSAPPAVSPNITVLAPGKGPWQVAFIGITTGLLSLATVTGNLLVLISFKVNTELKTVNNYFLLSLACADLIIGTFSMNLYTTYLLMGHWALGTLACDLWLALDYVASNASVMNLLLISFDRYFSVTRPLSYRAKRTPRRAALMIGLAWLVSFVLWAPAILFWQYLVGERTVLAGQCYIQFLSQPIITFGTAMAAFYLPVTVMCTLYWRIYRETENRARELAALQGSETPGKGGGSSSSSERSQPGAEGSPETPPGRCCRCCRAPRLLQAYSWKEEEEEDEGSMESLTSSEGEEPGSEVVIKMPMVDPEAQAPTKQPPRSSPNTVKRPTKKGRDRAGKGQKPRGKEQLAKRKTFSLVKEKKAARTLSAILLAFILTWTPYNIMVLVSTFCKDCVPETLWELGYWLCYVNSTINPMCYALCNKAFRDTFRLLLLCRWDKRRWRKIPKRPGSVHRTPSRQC
M1 ag parental = nonselective activator or artifact in parental CHO-K1 cells; 360,000 compounds, 0.48% hits; Fluo-8 calcium fluorescence; scaled to maximal ATP response, vehicle zero; activation, % at 3 µM; in the data active means activation above about 15%;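 further: untransfected CHO-K1 host cells lacking M1 receptor as counterscreen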
OXTR potentiate = human OXTR potentiation; P30559; CHO-OTR cells, Fluo-8 calcium fluorescence, potentiator mode; 0% = oxytocin EC15, 100% = EC100; activation, % at 3 µM; 320,000 compounds, 0.061% hits; AID 2445;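 active means activation above that plate's cutoff, the mean activation of tested compounds plus 3 SD, cut at about 6.6% in these data, passing the limit was not always enough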;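 further: 100% uses oxytocin at 75 nM as the full agonist control; some results filed as inactive read as strong as hits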
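System: human OTR in CHO cells; Also added: sub-maximal oxytocin, roughly EC15; Timing: compound 6 min at room temperature before oxytocin, 100 s read; Technique: Fluo-8 intracellular calcium fluorescence, ex 470-495, em 515-575 nm; Controls: oxytocin EC15 low and EC100 high; Replication: singlicate.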
CHRM1 PAM = potentiates human M1 receptor response to acetylcholine; AID 588819; CHO-K1 hM1, Fluo-8 calcium fluorescence, ACh EC20; 0% = ACh EC20, 100% = maximal ACh; activation, % at 3 µM; 360,000 compounds, 0.088% hits; P11229; in the data active means activation above about 19%, passing the limit was not always enough
M4 ag = CHRM4 agonism in calcium assay; P08173; 360,000 compounds, 0.14% hits; CHO-K1 hM4/Gqi5, Fluo-8 calcium fluorescence; vehicle 0%, full acetylcholine response 100%; activation, % at 3 µM;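 active means activation above the run mean over all test wells plus 3 SD, cut at about 32% in these data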;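 further: peak over basal fluorescence ratio per well then scaled between controls; 0% = DMSO wells and 100% = acetylcholine at EC100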
Target sequence (P08173 whole entry, looked up): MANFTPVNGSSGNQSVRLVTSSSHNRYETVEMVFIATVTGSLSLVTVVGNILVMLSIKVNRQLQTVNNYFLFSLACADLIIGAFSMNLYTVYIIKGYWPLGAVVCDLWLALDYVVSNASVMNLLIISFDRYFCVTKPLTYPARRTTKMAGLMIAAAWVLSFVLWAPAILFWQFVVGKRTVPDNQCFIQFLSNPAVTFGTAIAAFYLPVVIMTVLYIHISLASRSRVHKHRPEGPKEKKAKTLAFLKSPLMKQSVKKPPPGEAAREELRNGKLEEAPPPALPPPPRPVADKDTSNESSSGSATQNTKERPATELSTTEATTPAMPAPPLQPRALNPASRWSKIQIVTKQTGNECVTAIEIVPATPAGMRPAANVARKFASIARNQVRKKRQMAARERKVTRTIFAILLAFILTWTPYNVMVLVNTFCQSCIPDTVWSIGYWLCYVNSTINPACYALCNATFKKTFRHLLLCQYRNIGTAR
CHRM1 agonist = human M1 muscarinic receptor agonism | CHO-K1 hM1, Fluo-8 calcium fluorescence, agonist mode; 0% DMSO, 100% acetylcholine EC100 | activation, % at 3 µM | 360,000 compounds, 0.33% hits;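 active means activation above the run's mean compound activation plus 3 SD, cut at about 16% in these data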;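 further: peak over basal fluorescence ratio within a 140 s kinetic read after compound addition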
CHRM4 antagonist = CHRM4 antagonism in calcium assay; P08173; CHO-hM4 cells, ACh EC80, Fluo-8 calcium fluorescence; inhibition, % at 3 µM; 360,000 compounds, 0.73% hits;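 active means inhibition above its plate's cutoff, the mean inhibition of sample wells plus 3 SD, cut at about 27% in these data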;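 further: 0% = acetylcholine EC80 with DMSO and 100% = DMSO without agonist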
CHO parental Ca = signal in parental CHO cells, OX1R antagonist counter-screen; parental CHO-K1, ATP-induced calcium, Fluo-8 fluorescence; AID 463079; 330,000 compounds, 0.63% hits; inhibition, % at 5.6 µM;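 active means inhibition above that plate's mean sample inhibition plus 3 SD, cut at about 26% in these data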;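 further: 0% = ATP-challenged DMSO wells and 100% = DMSO wells without ATP; some compounds past the cut are filed as inactive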
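Test system: untransfected parental CHO cell line; also added: ATP stimulus; dosing: 5.6 µM, single dose; signal: calcium-sensitive Fluo-8 fluorescence; measure: percent inhibition of ATP-evoked calcium rise, normalized to controls; benchmarks: low control ATP plus DMSO, high control DMSO only; replication: one well per compound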
CHO-K1 Ca antag = nonselective inhibitor or artifact in parental CHO-K1 cells; ATP-induced calcium, Fluo-8 fluorescence; inhibition, % at 3 µM; 360,000 compounds, 0.6% hits;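 active means inhibition above a per-plate cutoff, the plate's mean sample inhibition plus 3 SD, cut at about 24% in these data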;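 further: 0% = DMSO plus EC80 ATP and 100% = DMSO alone without ATP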
An asterisk follows results filed as active.

For Cc1nnc(NC(=O)C2(c3ccccc3)CCOCC2)s1 the results were CHRM1 antagonist 4, M1 ag parental 0.1, OXTR potentiate 1, CHRM1 PAM -1, M4 ag 2, CHRM1 agonist -1, CHRM4 antagonist -4, CHO parental Ca 2 and CHO-K1 Ca antag 4.
CC(C)Cc1nc2ccccc2n1CCc1ccccc1 was read as CHRM1 antagonist -2, M1 ag parental 0.4, OXTR potentiate -7, CHRM1 PAM 0, M4 ag -1, CHRM1 agonist -10, CHRM4 antagonist 7, CHO parental Ca -18 and CHO-K1 Ca antag -4.
For COCOCCn1cc(CN2CCS(=O)(=O)N(Cc3ccc(-c4ccc(Cl)nc4)cc3)C(C)C2=O)nn1 (stereo not given) the results were CHRM1 antagonist -11, M1 ag parental 0.0, CHRM1 PAM 9, M4 ag 1, CHRM1 agonist -2, CHRM4 antagonist -21 and CHO-K1 Ca antag -10.
`CC(CCCC(C)(C)O)NC(=O)c1cc(COc2ccc3ncccc3c2)on1` (stereo not given) gave CHRM1 antagonist 8, M1 ag parental 13, OXTR potentiate -6, CHRM1 PAM -2, M4 ag 11, CHRM1 agonist 3, CHRM4 antagonist -2, CHO parental Ca 24* and CHO-K1 Ca antag 9.
`O=C(c1ccco1)n1c(=S)nc2ccccn21` gave CHRM1 antagonist -11, M1 ag parental 0.4, OXTR potentiate 2, CHRM1 PAM 6, M4 ag 0, CHRM1 agonist -2, CHRM4 antagonist 0, CHO parental Ca 1 and CHO-K1 Ca antag -1.
Cc1ccc(Nc2ccc(NCc3ccccc3)nn2)cc1C was read as CHRM1 antagonist -11, M1 ag parental 7.0, OXTR potentiate -11, CHRM1 PAM -4, M4 ag 12, CHRM1 agonist -7, CHRM4 antagonist 3, CHO parental Ca -23 and CHO-K1 Ca antag -12.
For CSCCC(NC(=O)c1ccccc1Cl)C(=O)N(C)Cc1cccs1 (stereo not given) the results were CHRM1 antagonist 10, M1 ag parental 5.7, OXTR potentiate -8, CHRM1 PAM -2, M4 ag 11, CHRM1 agonist -2, CHRM4 antagonist 5, CHO parental Ca -31 and CHO-K1 Ca antag 7.
For O=C(NCCc1ccccc1)C1CC(=O)N(C2CCCCCC2)C1 (stereo not given) the results were CHRM1 antagonist -10, M1 ag parental 0.8, OXTR potentiate -1, CHRM1 PAM 3, M4 ag 3, CHRM1 agonist -1, CHRM4 antagonist -21, CHO parental Ca 1 and CHO-K1 Ca antag -8.
`COCCCNCCCCSc1ccc(Cl)cc1` gave CHRM1 antagonist -6, M1 ag parental 0.2, OXTR potentiate -2, CHRM1 PAM 9, M4 ag 2, CHRM1 agonist -10, CHRM4 antagonist 3, CHO parental Ca -13 and CHO-K1 Ca antag -5.
For CCCSc1nc2c([nH]1)c(=O)n(C)c(=S)n2C the results were CHRM1 antagonist 0, M1 ag parental 1.3, CHRM1 PAM -4, M4 ag 0, CHRM1 agonist -6, CHRM4 antagonist 3 and CHO-K1 Ca antag -13.
`COC(=O)c1cccc(CSc2nc3ccccc3[nH]2)c1` gave CHRM1 antagonist 4, M1 ag parental 11, OXTR potentiate -17, CHRM1 PAM -11, M4 ag 10, CHRM1 agonist -3, CHRM4 antagonist 4, CHO parental Ca -12 and CHO-K1 Ca antag -2.
`Cc1ccc(C2(C)NC(=O)N(CC(=O)N3CCN(S(=O)(=O)c4ccc(Cl)s4)CC3)C2=O)cc1` (stereo not given) gave CHRM1 antagonist -2, M1 ag parental 1.2, OXTR potentiate -17, CHRM1 PAM 2, M4 ag 11, CHRM1 agonist -3, CHRM4 antagonist -28, CHO parental Ca -10 and CHO-K1 Ca antag 2.
CC(=O)c1cccc(NC(=O)Cn2c(=O)oc3cc(S(=O)(=O)N4CCCC4)ccc32)c1 was read as CHRM1 antagonist -11, M1 ag parental 2.1, OXTR potentiate -1, CHRM1 PAM 8, M4 ag 3, CHRM1 agonist -2, CHRM4 antagonist 5, CHO parental Ca -3 and CHO-K1 Ca antag -12.
For N#Cc1ccc(-c2ccc(OCC(=O)NN=Cc3ccncc3)cc2)cc1 the results were CHRM1 antagonist 4, M1 ag parental 5.1, OXTR potentiate -9, CHRM1 PAM -12, M4 ag 21, CHRM1 agonist 4, CHRM4 antagonist 5, CHO parental Ca -10 and CHO-K1 Ca antag -13.
For CC(C)c1ccc(CNC(=O)C(=O)Nc2nccs2)cc1 the results were CHRM1 antagonist 8, M1 ag parental -0.1, OXTR potentiate -7, CHRM1 PAM -5, M4 ag 0, CHRM1 agonist -5, CHRM4 antagonist 4, CHO parental Ca 9 and CHO-K1 Ca antag 16.
Screening Cc1cc(C)nc(NC(=O)c2ccc(Cl)cc2)n1 returned CHRM1 antagonist -3, M1 ag parental 0.1, OXTR potentiate -3, CHRM1 PAM -3, M4 ag 0, CHRM1 agonist 1, CHRM4 antagonist 2, CHO parental Ca 1 and CHO-K1 Ca antag -9.
O=[N+]([O-])c1ccc(N2CCc3ccccc3C2)nc1 was read as CHRM1 antagonist -15, M1 ag parental 1.7, OXTR potentiate -1, CHRM1 PAM 16, M4 ag 1, CHRM1 agonist -2, CHRM4 antagonist 4, CHO parental Ca -13 and CHO-K1 Ca antag -8.
Screening Cc1ccc(-n2c(SCC(N)=O)nc3c(c2=O)C2(CCCC2)Cc2ccccc2-3)cc1 returned CHRM1 antagonist -9, M1 ag parental 2.5, OXTR potentiate -7, CHRM1 PAM 9, M4 ag 3, CHRM1 agonist -9, CHRM4 antagonist -16, CHO parental Ca -6 and CHO-K1 Ca antag -12.
For CCOC(=O)C(NC(=O)CC)C(O)c1cccc([N+](=O)[O-])c1 (stereo not given) the results were CHRM1 antagonist -30, M1 ag parental -0.2, OXTR potentiate -1, CHRM1 PAM 3, M4 ag -1, CHRM1 agonist -1, CHRM4 antagonist 5, CHO parental Ca -9 and CHO-K1 Ca antag -14.
For CCOc1ccc(NC(=S)NC(=O)c2ccco2)cc1 the results were CHRM1 antagonist -5, M1 ag parental 0.6, OXTR potentiate -16, CHRM1 PAM 2, M4 ag 1, CHRM1 agonist -3, CHRM4 antagonist -2, CHO parental Ca -6 and CHO-K1 Ca antag 8.
For CSCC[C@H](NC(=O)OC(C)(C)C)C(=O)N1CCC(C(=O)N[C@@H](C)C(=O)O)CC1 the results were CHRM1 antagonist 3, M1 ag parental 0.7, OXTR potentiate -1, CHRM1 PAM -3, M4 ag 0, CHRM1 agonist -3, CHRM4 antagonist 6, CHO parental Ca -9 and CHO-K1 Ca antag -15.
Screening CCc1ccc(N(CC(=O)N2CCCCCC2)S(C)(=O)=O)cc1 returned CHRM1 antagonist -17, M1 ag parental 1.8, OXTR potentiate -13, CHRM1 PAM 12, M4 ag 2, CHRM1 agonist -4, CHRM4 antagonist -16, CHO parental Ca -7 and CHO-K1 Ca antag -15.
`O=C(CC1CCC1)NC(c1ccccc1)c1ccccc1` gave CHRM1 antagonist -7, M1 ag parental 0.3, OXTR potentiate -13, CHRM1 PAM 5, M4 ag 0, CHRM1 agonist -6, CHRM4 antagonist -2, CHO parental Ca -16 and CHO-K1 Ca antag -4.
Cc1c(CC(=O)N2CCN(C(=O)C3COc4ccccc4O3)CC2)c(=O)oc2cc(O)cc(O)c12 (stereo not given) was read as CHRM1 antagonist 4, M1 ag parental 1.7, OXTR potentiate 2, CHRM1 PAM 5, M4 ag 0, CHRM1 agonist 0, CHRM4 antagonist 2, CHO parental Ca 4 and CHO-K1 Ca antag 4.
Screening COc1ccc(OC)c(/C=C2\N=C(c3ccccc3)OC2=O)c1 returned CHRM1 antagonist -11, M1 ag parental 0.8, OXTR potentiate 1, CHRM1 PAM 4, M4 ag 1, CHRM1 agonist -4, CHRM4 antagonist 1, CHO parental Ca -3 and CHO-K1 Ca antag -4.
`Cc1ccccc1NC(=S)N(Cc1ccco1)C(C)c1ccccn1` (stereo not given) gave CHRM1 antagonist -5, M1 ag parental 0.3, OXTR potentiate 4, CHRM1 PAM 1, M4 ag 0, CHRM1 agonist -5, CHRM4 antagonist -2, CHO parental Ca -1 and CHO-K1 Ca antag -7.
COc1ccc(-c2noc(CSc3nc4sc(C)c(C)c4c(=O)n3-c3ccccc3)n2)cc1OC was read as CHRM1 antagonist -30, M1 ag parental 0.1, OXTR potentiate 1, CHRM1 PAM 12, M4 ag 0, CHRM1 agonist 3, CHRM4 antagonist -4, CHO parental Ca -7 and CHO-K1 Ca antag -3.
CC(C)(C)C(=O)Cn1c(=N)n(Cc2ccccc2)c2ccccc21 was read as CHRM1 antagonist 10, M1 ag parental 0.1, OXTR potentiate -27, CHRM1 PAM -9, M4 ag -1, CHRM1 agonist -3, CHRM4 antagonist -14, CHO parental Ca -44 and CHO-K1 Ca antag 2.
Screening CCOC(=O)[C@]12CCCC=C1N(Cc1ccc(Cl)cc1Cl)C(=O)[C@H](CC(=O)NCCCN1CCCC1=O)C2 returned M1 ag parental 1.4, M4 ag 0, CHRM4 antagonist 3 and CHO-K1 Ca antag -11.
Screening O=C(NCCCN1CCCC1)c1ccc2c(c1)N(Cc1ccccc1F)C(=O)c1ccccc1S2(=O)=O returned CHRM1 antagonist 3, M1 ag parental 2.3, OXTR potentiate -11, CHRM1 PAM -6, M4 ag 1, CHRM1 agonist -13, CHRM4 antagonist -6, CHO parental Ca -11 and CHO-K1 Ca antag -18.
`NS(=O)(=O)c1ccc(Oc2ccc(S(N)(=O)=O)cc2)cc1` gave CHRM1 antagonist 4, M1 ag parental -0.4, OXTR potentiate -2, CHRM1 PAM 3, M4 ag 1, CHRM1 agonist -4, CHRM4 antagonist 5, CHO parental Ca 4 and CHO-K1 Ca antag 6.
Screening Cc1ccnc(NCc2ccc(Cl)cc2)c1 returned CHRM1 antagonist -7, M1 ag parental 3.9, OXTR potentiate 1, CHRM1 PAM 3, M4 ag 1, CHRM1 agonist -7, CHRM4 antagonist -1, CHO parental Ca -16 and CHO-K1 Ca antag -13.
For O=C1c2ccccc2C(=O)N1c1cccc(-c2nc3ccccc3o2)c1 the results were CHRM1 antagonist -6, M1 ag parental 0.5, OXTR potentiate -15, CHRM1 PAM 3, M4 ag 0, CHRM1 agonist -3, CHRM4 antagonist 10, CHO parental Ca -1 and CHO-K1 Ca antag -10.
Screening O=C(NC1CCCCC1)C(c1ccc(F)cc1)N(C(=O)Cc1ccsc1)c1ccc(F)cc1 (stereo not given) returned CHRM1 antagonist -9, M1 ag parental 0.6, OXTR potentiate -1, CHRM1 PAM 8, M4 ag 1, CHRM1 agonist -8, CHRM4 antagonist -7, CHO parental Ca -5 and CHO-K1 Ca antag -10.
CCC(C)(C)NC(=O)Cc1ccc(Cl)cc1 was read as CHRM1 antagonist -6, M1 ag parental -0.3, OXTR potentiate 2, CHRM1 PAM 10, M4 ag 0, CHRM1 agonist -6, CHRM4 antagonist -6, CHO parental Ca -5 and CHO-K1 Ca antag -1.
`CCOC(=O)Cc1cnc(NC(=O)c2ccccc2)s1` gave CHRM1 antagonist -4, M1 ag parental 5.7, OXTR potentiate -1, CHRM1 PAM 1, M4 ag 5, CHRM1 agonist 1, CHRM4 antagonist 6, CHO parental Ca 1 and CHO-K1 Ca antag -13.

From PubChem
